sEH activator: increases human soluble epoxide hydrolase activity | P34913 | purified human sEH enzymatic activity, activator screen | activation, % at 2 µM | 91,000 compounds, 0.04% hits | AID 717; in the data active means activation above about 37%; further: values of inactives mirror those of a sister screen read the other way
CYP2C19 inh: inhibitors of human CYP2C19 | P33261 | CYP2C19 Supersomes, luciferin-H EGE luminescence, 30 min | inhibition, % at 5 µM | 96,000 compounds, 21% hits | AID 778;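 active means CYP2C19 inhibition above a set limit at 5 µM in the primary screen, cut at about 50% in these data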;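 further: plate controls were negative control wells for no effect and 2.5 mM tranylcypromine positive control for full effect; values of inactives mirror those of a sister screen read the other way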
Target sequence (P33261 whole entry, looked up): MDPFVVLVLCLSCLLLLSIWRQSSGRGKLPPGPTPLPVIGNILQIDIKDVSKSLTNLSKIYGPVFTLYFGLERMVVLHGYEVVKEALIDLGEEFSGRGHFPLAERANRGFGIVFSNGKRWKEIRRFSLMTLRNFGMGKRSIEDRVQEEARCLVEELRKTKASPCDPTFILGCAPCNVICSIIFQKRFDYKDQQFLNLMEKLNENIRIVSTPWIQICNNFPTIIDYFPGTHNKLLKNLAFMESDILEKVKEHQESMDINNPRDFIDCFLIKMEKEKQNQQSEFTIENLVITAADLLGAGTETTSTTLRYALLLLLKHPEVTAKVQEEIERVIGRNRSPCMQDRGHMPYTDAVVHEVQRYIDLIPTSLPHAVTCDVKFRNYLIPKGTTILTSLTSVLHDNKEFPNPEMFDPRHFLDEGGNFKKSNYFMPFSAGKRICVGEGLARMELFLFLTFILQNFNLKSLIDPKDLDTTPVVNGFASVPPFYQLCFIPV
sEH inh: inhibitors of human soluble epoxide hydrolase; inhibition, % at 2 µM; P34913; AID 707; recombinant human sEH enzymatic activity assay; 91,000 compounds, 0.34% hits; in the data active means inhibition above about 80%; further: values of inactives mirror those of a sister screen read the other way; many of its hits are not listed in these tables
S1P2 blocker: antagonists of human S1P2 receptor. AID 736. cell-based S1P2 antagonist assay, inhibition at 5 uM. inhibition, % at 5 µM. O95136. 97,000 compounds, 0.21% hits; in the data active means inhibition above about 45%;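 further: CRE beta-lactamase reporter cells expressing human S1P2 stimulated with S1P; 0% = agonist at EC80 alone and 100% = agonist plus reference antagonist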
S1P2 agonist: activates the human S1P2 receptor; activation, % at 4.5 µM; S1P2-expressing cell line, agonist reporter read-out; 97,000 compounds, 0.46% hits; O95136; in the data active means activation above about 16%;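 further: 0% = vehicle low control and 100% = maximal reference agonist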
PostGolgi yeast: growth inhibition of a yeast mutant, post-Golgi transport screen; post-Golgi transport phenotypic cell assay; inhibition, % at 10 µM; 98,000 compounds, 0.9% hits; AID 739;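 further: yeast cells grown in 1536-well plates; yeast grown about 18 h at 30C before absorbance read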
PostGolgi ctrl: inhibits growth of the yeast control strain; 98,000 compounds, 5% hits; efflux-deficient yeast background strain, growth absorbance A615, 16 h; AID 738; inhibition, % at 10 µM
DAT uptake mod: changed human dopamine transporter uptake under cocaine IC80; 110,000 compounds, 1.3% hits; AID 449768; B-score at 10 µM; LLC-PK1 hDAT cells, [14C]-dopamine uptake with cocaine IC80; actives deviate in either direction;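 active means Z score or B-score, a plate-position-corrected score, falls beyond the plate's 99.7% confidence bounds, in either direction; inactive means both scores lie inside the 99.7% bounds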;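 further: scored against the spread of the other compound wells on the same plate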
Target sequence (Q01959 whole entry, looked up): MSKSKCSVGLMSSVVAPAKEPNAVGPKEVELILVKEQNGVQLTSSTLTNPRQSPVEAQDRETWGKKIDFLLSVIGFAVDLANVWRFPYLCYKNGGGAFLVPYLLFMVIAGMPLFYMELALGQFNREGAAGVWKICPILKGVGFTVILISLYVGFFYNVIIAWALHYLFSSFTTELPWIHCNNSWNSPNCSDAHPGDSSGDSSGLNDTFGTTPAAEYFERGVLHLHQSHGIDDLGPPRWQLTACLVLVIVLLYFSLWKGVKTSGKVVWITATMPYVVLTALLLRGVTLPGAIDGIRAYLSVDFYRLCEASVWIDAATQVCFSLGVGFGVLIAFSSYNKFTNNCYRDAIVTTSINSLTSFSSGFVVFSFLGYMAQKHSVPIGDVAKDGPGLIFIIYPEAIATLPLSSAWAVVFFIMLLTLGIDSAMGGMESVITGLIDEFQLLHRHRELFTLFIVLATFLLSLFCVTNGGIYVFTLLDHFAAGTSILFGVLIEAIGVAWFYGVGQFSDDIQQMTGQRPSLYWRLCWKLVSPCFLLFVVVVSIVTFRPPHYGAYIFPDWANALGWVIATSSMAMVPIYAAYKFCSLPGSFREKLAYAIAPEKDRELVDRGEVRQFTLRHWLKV
CYP2C19 activ: activators of human cytochrome P450 2C19; P33261; recombinant CYP2C19, luciferin-H EGE luminescence; hits give high values; 0 = fully inhibited enzyme, 1 = untreated enzyme; activation factor at 5 µM; 96,000 tested, under 10 active; AID 1025;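 active means activation factor of at least 2 at 5 µM in the primary screen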;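 further: 0 = wells with 2.5 mM tranylcypromine and 1 = vehicle-only wells; values of inactives mirror those of a sister screen read the other way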
Numbers without * were called inactive. Unless noted, no stated cut-off is given here; in the data, active means inhibition above about 30%; inactive means the rest.

Sample of the layout (two entries):
How did Cc1ccc(S(=O)(=O)NCC(=O)N2CCC(C)CC2)cc1 do in these assays?
sEH activator: 13; CYP2C19 inh: 72*; sEH inh: -10; S1P2 blocker: -7; S1P2 agonist: -3; PostGolgi yeast: 0; PostGolgi ctrl: 11; DAT uptake mod: 0.72; CYP2C19 activ: 0.3

What do the screens show for `Cc1cc(N2CCN(Cc3ccc4c(c3)OCO4)CC2)n2ncnc2n1`?
CYP2C19 inh: 9; S1P2 blocker: 13; S1P2 agonist: -7; PostGolgi yeast: -19; PostGolgi ctrl: 12; DAT uptake mod: -0.13; CYP2C19 activ: 0.9

Main list, from the first entry:
How did Cc1ccc(S(=O)(=O)NCC(=O)N2CCC(C)CC2)cc1 do in these assays?
sEH activator: 13; CYP2C19 inh: 72*; sEH inh: -10; S1P2 blocker: -7; S1P2 agonist: -3; PostGolgi yeast: 0; PostGolgi ctrl: 11; DAT uptake mod: 0.72; CYP2C19 activ: 0.3

What do the screens show for `Cc1cc(N2CCN(Cc3ccc4c(c3)OCO4)CC2)n2ncnc2n1`?
CYP2C19 inh: 9; S1P2 blocker: 13; S1P2 agonist: -7; PostGolgi yeast: -19; PostGolgi ctrl: 12; DAT uptake mod: -0.13; CYP2C19 activ: 0.9

Results for CCC(C(=O)NC1CCCC1)N(C(=O)c1snc(C(N)=O)c1N)c1ccc2c(c1)OCCO2 (centres undefined) ?
sEH activator: 0; CYP2C19 inh: -2; sEH inh: -1; S1P2 blocker: 28; S1P2 agonist: -2; PostGolgi yeast: -2; PostGolgi ctrl: 0; DAT uptake mod: -0.15; CYP2C19 activ: 1

What do the screens show for `CCn1c(SCC(=O)Nc2ccc(NC(=O)c3ccco3)cc2)nnc1-c1cccs1`?
sEH activator: -6; sEH inh: 7; S1P2 blocker: -20; S1P2 agonist: -4; DAT uptake mod: 0.1

How did CCOc1ccc(/C=N/NC(=O)c2ccc(Cn3cc([N+](=O)[O-])cn3)o2)cc1 do in these assays?
sEH activator: -57; CYP2C19 inh: 6; sEH inh: 58; S1P2 blocker: 0; S1P2 agonist: -2; PostGolgi yeast: 20; PostGolgi ctrl: 1; DAT uptake mod: 1.7; CYP2C19 activ: 0.9

Results for CCC1=NN(C(=O)C(=O)Nc2ccccc2OC)C(O)(C(F)(F)F)C1 (centres undefined) ?
sEH activator: 6; CYP2C19 inh: 15; sEH inh: -1; S1P2 blocker: 4; S1P2 agonist: -5; PostGolgi yeast: 0; PostGolgi ctrl: 22; DAT uptake mod: -0.04; CYP2C19 activ: 0.8

How did CCn1c(SCC(=O)Nc2sc3c(c2C#N)CCC(C(C)(C)C)C3)nnc1-c1ccco1 (centres undefined) do in these assays?
sEH activator: -4; CYP2C19 inh: 18; sEH inh: 7; S1P2 blocker: 0; S1P2 agonist: -1; PostGolgi yeast: 1; PostGolgi ctrl: 7; DAT uptake mod: 0.063; CYP2C19 activ: 0.8

How did COc1ccc(N=C2C(=O)Nc3c(C)cccc32)cc1 do in these assays?
sEH activator: 2; CYP2C19 inh: -2; sEH inh: -5; S1P2 blocker: 8; S1P2 agonist: -10; PostGolgi yeast: -4; PostGolgi ctrl: -1; DAT uptake mod: 0.63; CYP2C19 activ: 1

What do the screens show for `COc1ccc(S(=O)(=O)n2nc(OC(=O)c3cccs3)cc2N)cc1`?
sEH activator: -4; CYP2C19 inh: 18; sEH inh: 6; S1P2 blocker: 3; S1P2 agonist: -1; PostGolgi yeast: -3; PostGolgi ctrl: 10; DAT uptake mod: -1.8; CYP2C19 activ: 0.8

Results for Cc1cc(NC(=O)CSc2nc3ccccc3n2CC(=O)N2CC(C)CC(C)C2)no1 (centres undefined) ?
CYP2C19 inh: 10; PostGolgi yeast: 2; PostGolgi ctrl: 2; DAT uptake mod: -0.015; CYP2C19 activ: 0.9

What do the screens show for `CCN1CCC(=NNC(=O)CC23CC4CC(CC(C4)C2)C3)CC1`?
sEH activator: -77; CYP2C19 inh: 0; sEH inh: 77; S1P2 blocker: -11; S1P2 agonist: -8; PostGolgi yeast: -4; PostGolgi ctrl: 8; DAT uptake mod: 0.13; CYP2C19 activ: 1

Results for COc1ccccc1-c1coc2cc(O)cc(O)c2c1=O ?
sEH activator: -2; CYP2C19 inh: 22; sEH inh: 1; S1P2 blocker: -7; S1P2 agonist: -2; PostGolgi yeast: -3; PostGolgi ctrl: -6; DAT uptake mod: -0.001; CYP2C19 activ: 0.8

How did O=C(O)CCCCNCc1ccccc1 do in these assays?
sEH activator: -2; CYP2C19 inh: -16; sEH inh: 2; S1P2 blocker: 3; S1P2 agonist: -8; PostGolgi yeast: 17; PostGolgi ctrl: 11; DAT uptake mod: -0.032; CYP2C19 activ: 1.2

Results for N#CCC(CNc1ncc(C(F)(F)F)cc1Cl)OC(=O)c1ccc(Cl)cc1Cl (centres undefined) ?
sEH activator: -2; CYP2C19 inh: 30; sEH inh: 4; S1P2 blocker: -4; S1P2 agonist: -2; PostGolgi yeast: 10; PostGolgi ctrl: 25; DAT uptake mod: -0.1; CYP2C19 activ: 0.7

How did Cc1csc(SCC(=O)NC(=O)NCc2ccccc2)n1 do in these assays?
sEH activator: 9; CYP2C19 inh: 28; sEH inh: -8; S1P2 blocker: -23; S1P2 agonist: -2; PostGolgi yeast: 6; PostGolgi ctrl: 42*; DAT uptake mod: 0.39; CYP2C19 activ: 0.7

How did CN(CC(=O)Nc1cccc2c1CCCC2)S(=O)(=O)c1ccc(Br)cc1 do in these assays?
sEH activator: 0; CYP2C19 inh: 3; sEH inh: 2; S1P2 blocker: 4; S1P2 agonist: -7; PostGolgi yeast: 0; PostGolgi ctrl: -5; DAT uptake mod: -0.49; CYP2C19 activ: 1

Results for COc1ccccc1C=NC(CO)C(O)c1ccc([N+](=O)[O-])cc1 (centres undefined) ?
sEH activator: 4; CYP2C19 inh: 0; sEH inh: -4; S1P2 blocker: -4; S1P2 agonist: 0; PostGolgi yeast: -4; PostGolgi ctrl: -1; DAT uptake mod: 0.029; CYP2C19 activ: 1

How did CCCn1c(SCc2ccccc2)nc2c1c(=O)[nH]c(=O)n2C do in these assays?
CYP2C19 inh: 24; PostGolgi yeast: -3; PostGolgi ctrl: 50*; DAT uptake mod: -0.015; CYP2C19 activ: 0.8

How did CC1=CC(C)C(C(=O)O)C(C(=O)O)C1 (centres undefined) do in these assays?
sEH activator: 9; CYP2C19 inh: 12; sEH inh: -8; S1P2 blocker: 9; S1P2 agonist: -1; PostGolgi yeast: 8; PostGolgi ctrl: 18; DAT uptake mod: -0.71; CYP2C19 activ: 0.9

How did O=C(Nc1ccc(N2CCCCC2)c(Cl)c1)c1cccnc1 do in these assays?
sEH activator: -22; CYP2C19 inh: -1; sEH inh: 23; S1P2 blocker: -10; S1P2 agonist: 2; PostGolgi yeast: 3; PostGolgi ctrl: -2; DAT uptake mod: 0.028; CYP2C19 activ: 1

Results for CCOc1cccc(N2C(=O)CC(N3CCN(c4ccc(S(=O)(=O)CC)cc4)CC3)C2=O)c1 (centres undefined) ?
sEH activator: 2; CYP2C19 inh: 6; sEH inh: -3; S1P2 blocker: -9; S1P2 agonist: -2; PostGolgi yeast: -11; PostGolgi ctrl: -13; DAT uptake mod: 0.054; CYP2C19 activ: 0.9

What do the screens show for `CCOc1ccc(-c2nc(CSCC(=O)NCCN3CCOCC3)c(C)o2)cc1`?
CYP2C19 inh: 32; PostGolgi yeast: 4; PostGolgi ctrl: 8; DAT uptake mod: -1.4; CYP2C19 activ: 0.7

How did N#Cc1ccc(-c2csc(NNC(=O)c3ccc(Br)cc3)n2)cc1 do in these assays?
sEH activator: -3; CYP2C19 inh: 0; sEH inh: 3; S1P2 blocker: 5; S1P2 agonist: -5; PostGolgi yeast: -10; PostGolgi ctrl: 4; DAT uptake mod: 0.16; CYP2C19 activ: 1

How did Cc1cccc(NC(=O)CSc2nnc(-c3ccccc3)n2N)c1C do in these assays?
sEH activator: 7; CYP2C19 inh: 55*; sEH inh: -6; S1P2 blocker: 3; S1P2 agonist: -7; PostGolgi yeast: 0; PostGolgi ctrl: -6; DAT uptake mod: 0.26; CYP2C19 activ: 0.5

How did O=C1CC(c2ccccc2)CC(O)=C1C=NCC1CCCO1 (centres undefined) do in these assays?
CYP2C19 inh: -9; S1P2 blocker: 13; S1P2 agonist: -2; PostGolgi yeast: 1; PostGolgi ctrl: 10; DAT uptake mod: 1.3; CYP2C19 activ: 1.1

What do the screens show for `Cc1cc(/C=C2\SC(=S)NC2=O)c(C)n1C1CC1`?
sEH activator: 7; CYP2C19 inh: -6; sEH inh: -7; S1P2 blocker: 16; S1P2 agonist: -2; PostGolgi yeast: 0; PostGolgi ctrl: 56*; CYP2C19 activ: 1.1

Results for CCOCCCNC(=O)C(c1ccc(C)cc1)N1CCOCC1 (centres undefined) ?
sEH activator: -8; CYP2C19 inh: 18; sEH inh: 12; PostGolgi yeast: 1; PostGolgi ctrl: 0; DAT uptake mod: 0.56; CYP2C19 activ: 0.8

How did COC(=O)c1ccccc1NC(=O)Cn1c(-c2nonc2N)nc2ccccc21 do in these assays?
sEH activator: 5; CYP2C19 inh: 36; sEH inh: -2; S1P2 blocker: -14; S1P2 agonist: 2; PostGolgi yeast: 7; PostGolgi ctrl: -2; CYP2C19 activ: 0.6

What do the screens show for `Cc1ccc(S(=O)(=O)c2c(C)nn(C(C)(C)C)c2OC(=O)C2CCCC2)cc1`?
sEH activator: 7; CYP2C19 inh: 37; sEH inh: -10; S1P2 blocker: 21; S1P2 agonist: -2; PostGolgi yeast: -7; PostGolgi ctrl: 2; DAT uptake mod: 0.056; CYP2C19 activ: 0.6

How did CC(=O)C1=C(O)C(=O)N(c2cc(C(C)(C)C)on2)C1c1ccc(C(C)C)cc1 (centres undefined) do in these assays?
sEH activator: 2; CYP2C19 inh: -2; sEH inh: -1; S1P2 blocker: -20; S1P2 agonist: 0; PostGolgi yeast: -1; PostGolgi ctrl: 1; DAT uptake mod: -0.18; CYP2C19 activ: 1

What do the screens show for `c1ccc2oc(NC3=NCN(CC4CCCO4)CN3)nc2c1` (centres undefined)?
CYP2C19 inh: 13; S1P2 blocker: 12; S1P2 agonist: -6; PostGolgi yeast: 4; PostGolgi ctrl: 21; DAT uptake mod: -0.27; CYP2C19 activ: 0.9

Results for CCOc1ccc(S(=O)(=O)Nc2nc3cc(OC)ccc3s2)cc1 ?
sEH activator: 16; CYP2C19 inh: 16; sEH inh: -14; S1P2 blocker: -5; S1P2 agonist: -6; PostGolgi yeast: -4; PostGolgi ctrl: 3; DAT uptake mod: -0.24; CYP2C19 activ: 0.8

How did O=C(NCc1ccccn1)C(F)(F)C(F)(F)C(=O)NCc1ccccn1 do in these assays?
sEH activator: 4; CYP2C19 inh: -9; sEH inh: -3; S1P2 blocker: 24; S1P2 agonist: -2; PostGolgi yeast: 9; PostGolgi ctrl: 2; DAT uptake mod: 0.54; CYP2C19 activ: 1.1

What do the screens show for `O=C(COC(=O)C1CCC1)Nc1ccc(OC(F)F)cc1`?
CYP2C19 inh: 86*; PostGolgi yeast: -4; PostGolgi ctrl: -3; DAT uptake mod: 0.0025; CYP2C19 activ: 0.1

How did CC(C)OCCCNC(=O)c1ccc(NS(C)(=O)=O)cc1 do in these assays?
sEH activator: -2; CYP2C19 inh: -4; sEH inh: -4; S1P2 blocker: 19; S1P2 agonist: 0; PostGolgi yeast: -4; PostGolgi ctrl: 7; DAT uptake mod: 0.58; CYP2C19 activ: 1

What do the screens show for `COc1ccc(C(O)c2nccn2Cc2ccccc2)cc1OC` (centres undefined)?
sEH activator: -9; CYP2C19 inh: 41; sEH inh: 11; S1P2 blocker: 20; S1P2 agonist: -7; PostGolgi yeast: -4; PostGolgi ctrl: -4; DAT uptake mod: 0.11; CYP2C19 activ: 0.6

How did CCCc1cc(N2CCCC(C(=O)NCC)C2)n2ncnc2n1 (centres undefined) do in these assays?
sEH activator: -1; CYP2C19 inh: -1; sEH inh: 2; S1P2 blocker: 19; S1P2 agonist: -10; PostGolgi yeast: 2; PostGolgi ctrl: 2; DAT uptake mod: -0.21; CYP2C19 activ: 1

Results for O=C(OCn1nnc2ccccc2c1=O)C1CCCCC1 ?
sEH activator: -14; CYP2C19 inh: 72*; sEH inh: 13; S1P2 blocker: 16; S1P2 agonist: -6; PostGolgi yeast: 0; PostGolgi ctrl: -2; DAT uptake mod: -0.23; CYP2C19 activ: 0.3

Bioassay records from PubChem.
